Screening data from PubChem.
DRD3 antagonist – qHTS of D3 Dopamine Receptor Antagonist: qHTS; 360,000 tested, 2.5% active; D3R cells, DiscoveRx beta-arrestin luminescence, antagonist mode; stronger effect = lower value; D(3) dopamine receptor (Homo sapiens), P35462; AID 652054, 2013; max response, negative = inhibition, %; in the data active = max response below about -50%; inconclusive = no clear call, values can overlap the other calls; note: % is set by controls: 0 for no effect and ±100 for the full control effect; mostly tested at two doses, the higher about 12 µM
Target sequence (P35462 whole entry, looked up): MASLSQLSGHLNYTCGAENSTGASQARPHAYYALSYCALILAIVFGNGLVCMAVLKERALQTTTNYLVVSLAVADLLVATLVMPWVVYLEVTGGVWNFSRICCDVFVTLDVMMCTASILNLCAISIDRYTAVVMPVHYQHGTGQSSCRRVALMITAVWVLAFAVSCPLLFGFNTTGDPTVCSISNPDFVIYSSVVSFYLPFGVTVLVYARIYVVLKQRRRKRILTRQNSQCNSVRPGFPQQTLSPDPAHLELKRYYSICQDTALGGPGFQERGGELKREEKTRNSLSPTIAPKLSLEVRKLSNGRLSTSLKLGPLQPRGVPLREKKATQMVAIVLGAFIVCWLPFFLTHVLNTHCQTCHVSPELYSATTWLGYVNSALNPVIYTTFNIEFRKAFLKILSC
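Cells expressing the human receptor were seeded at 1500 cells/well, incubated overnight at 37 degrees C in 5% CO2, then exposed to library compounds with dopamine controls for 90 minutes at 37 degrees C before luminescent detection.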
EPAC2 antagonist – qHTS for Antagonist of cAMP-regulated guanine nucleotide exchange factor 2 (EPAC2): primary screen | EPAC2 GEF exchange of Rap1B-BODIPY-GDP, fluorescence | AID 720708, 2013 | Rap guanine nucleotide exchange factor 4 (Homo sapiens), Q8WZA2 | 360,000 tested, 0.18% active | Potency, µM (top dose mostly 114 µM), without a hit: at the highest dose activity, negative = inhibition, actives largely listed as inhibitors; note: potency is the fitted concentration of half-maximal effect; % is set by controls: 0 for no effect and ±100 for the full control effect; nearly all actives have a fitted effect of over 45% in size; many of its hits are not listed in these tables
pAkt inh – HTS Assay for Inhibitors of Akt Phophorylation: Primary Screen. Neuro2A IGF-stimulated pAkt S473 HTRF, 20 min; stronger effect = lower value. AID 651550, 2012. 360,000 tested, 0.32% active. activity change, % for hits at 50 µM; in the data active = activity change below about -80%; inconclusive = mostly about -51% to -80%; note: % is set by controls: 0 for no effect and ±100 for the full control effect
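Neuro2A cells in DMEM with 0.5% FBS, overnight at 37 deg C, given compound at single 50 µM final, then IGF (6 nM final) for 20 min at 37 deg C. Lysed; phospho-Akt Ser473 by HTRF after 24 h, 665/615 ratio.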
Mm-Cpn inhibitor – Inhibitors of TCP-1 ring complex (TRiC) of Methanococcus maripaludis (MmCpn): qHTS; purified Mm-Cpn ATPase, ADP Transcreener TR-FRET; Potency, µM (highest dose often 76.9 µM), for inactives: at the highest dose activity, negative = inhibition, most hits filed as inhibitors; 330,000 tested, 0.031% active; note: potency is the fitted concentration of half-maximal effect; % is set by controls: 0 for no effect and ±100 for the full control effect; nearly all actives have a fitted effect of over 80% in size
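Eu-cryptate anti-ADP/ADP-d2 competition gives a ratio inversely related to ADP. Enzyme at 25 nM was pre-exposed to compound for 10 min, then given 10 uM ATP for 30 min, 37°C throughout.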
CCT chaperon mod – High-Throughput Screening for Modulators of Cytosolic Chaperonin Activity; activity change, % (no concentration beside the values), hits read low; 360,000 tested, 0.3% active; purified chaperonin ATPase assay, HTRF ADP detection, 30 min; AID 651819, 2012; in the data active = activity change below about -30%; note: % is set by controls: 0 for no effect and ±100 for the full control effect
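Nucleotide hydrolysis assay: TRiC at 20–40 nM final (set by batch activity) with 10 uM ATP, 30 min at 37 °C, in presence of 76 uM compound. Detection by competitive ADP HTRF, 30 min ambient.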
PTHR1 agonist – qHTS for PTHR1 Agonists: Primary Screen | HEK293 GP2 PTHR1 cells, GloSensor cAMP luminescence, 1 h | Potency, µM (titrated, usually from 115 µM), inactives show at the top dose activation, most hits filed as activators | 410,000 tested, 0.075% active; note: potency is the fitted concentration of half-maximal effect; nearly all actives have a fitted effect of over 55% in size; some results filed as inactive show a strong effect at the top dose; inactives centre near -15; many of its hits are not listed in these tables
Target sequence (Q03431 whole entry, looked up): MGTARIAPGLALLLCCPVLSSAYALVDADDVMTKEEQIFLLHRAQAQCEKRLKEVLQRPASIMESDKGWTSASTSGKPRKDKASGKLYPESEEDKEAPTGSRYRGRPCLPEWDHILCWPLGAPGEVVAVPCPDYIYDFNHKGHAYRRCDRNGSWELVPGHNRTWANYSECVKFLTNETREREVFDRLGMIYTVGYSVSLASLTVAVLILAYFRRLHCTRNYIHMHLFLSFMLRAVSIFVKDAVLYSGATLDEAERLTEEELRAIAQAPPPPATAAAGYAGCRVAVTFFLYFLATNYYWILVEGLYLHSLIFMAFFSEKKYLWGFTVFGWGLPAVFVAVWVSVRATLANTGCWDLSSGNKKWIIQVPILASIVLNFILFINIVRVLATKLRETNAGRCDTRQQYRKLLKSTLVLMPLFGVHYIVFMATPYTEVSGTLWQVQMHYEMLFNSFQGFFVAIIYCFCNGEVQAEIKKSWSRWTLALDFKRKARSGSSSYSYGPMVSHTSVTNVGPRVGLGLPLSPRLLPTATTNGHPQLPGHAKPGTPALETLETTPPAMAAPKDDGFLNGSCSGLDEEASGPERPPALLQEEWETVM
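HEK-293-derived GP2 cells expressing PTHR1 and a GloSensor cAMP reporter, 3,000/well, plated overnight, given luciferin plus IBMX (each 0.5 mM as added) for 1 h at 37 °C, then compound for 1 h at 37 °C. Luminescence was read after 15 min at room temperature.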
D3 ag – qHTS of D3 Dopamine Receptor Agonist: qHTS; 410,000 tested, 0.58% active; AID 652048, 2013; D3R DiscoveRx beta-arrestin cells, luminescence, 90 min; max activation, %; in the data active = max activation above about 30%; note: 0% is about no effect; mostly tested at two doses, the higher about 12 µM
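Cells at 1500/well, incubated overnight, then treated with pinned compounds (dopamine as control) for 90 min at 37 degrees C. DiscoveRx reagent added for 30 - 60 minutes at room temperature; luminescence read.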
EPAC2 ag – qHTS for Agonist of cAMP-regulated guanine nucleotide exchange factor 4 (EPAC2): primary screen; Potency, µM (series often up to 154 µM), for the others: at the top dose activation, hits mostly activators; Rap guanine nucleotide exchange factor 4 (Homo sapiens), Q8WZA2; EPAC2 activation, biochemical qHTS; response scale: 100% = 6.5 mM cAMP response; 360,000 tested, 0.079% active; note: potency is the fitted concentration of half-maximal effect; nearly all actives have a fitted effect of over 50% in size
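Nucleotide exchange monitored as fluorescence drop when BODIPY-GDP leaves Rap1B. Reaction: 100 nM EPAC2, 250 nM RAP1B-BODIPY-GDP, 50 uM GDP, room temperature, kinetic read over 30 min. Activity expressed relative to 6.5 mM cAMP.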
Active calls of the source: *; i = inactive; ? = inconclusive; . = no result given; [ ] = dose if it differs, or a comment. Unless noted, calls come from the whole dose curve; as a rule, active = well fitted curve in the direction sought with a large enough effect; inconclusive = small, poorly fitted or top-dose-only effect, or another doubt; inactive = no such curve, though single readings can be large; an effect the other way counts as inactive or inconclusive.

Start of the data: the first four records as a preview:
1	CN(C(=O)c1ccc(NC(=O)Cc2ccc(NC(=O)C3CCCN(C(=O)CCc4ccccc4)C3)cc2)cc1)C1CCCC1 (configuration not stated)
2	O=[N+]([O-])c1ccc(C=NN=Cc2ccc([N+](=O)[O-])cc2)cc1
3	CC(=O)Nc1ccc(CN(C)c2c(C)nc3ccc(C(=O)N4CCN(C(C)=O)CC4)cn23)cc1
4	CSc1nnc(-c2cnccn2)n1CCCN1CCCC1=O

assay / compound	1	2	3	4
DRD3 antagonist	0	6	9	-9
EPAC2 antagonist	-11%	3%	8%	14%
pAkt inh	i	i	i	i
Mm-Cpn inhibitor	.	.	.	1%
CCT chaperon mod	0.2	-0.9	-0.2	1.2
PTHR1 agonist	i	i	-17%	11%
D3 ag	7	6	0	-1
EPAC2 ag	8%	6%	-3%	8%

All compounds of this part, previewed entries included:
1	CN(C(=O)c1ccc(NC(=O)Cc2ccc(NC(=O)C3CCCN(C(=O)CCc4ccccc4)C3)cc2)cc1)C1CCCC1 (configuration not stated)
2	O=[N+]([O-])c1ccc(C=NN=Cc2ccc([N+](=O)[O-])cc2)cc1
3	CC(=O)Nc1ccc(CN(C)c2c(C)nc3ccc(C(=O)N4CCN(C(C)=O)CC4)cn23)cc1
4	CSc1nnc(-c2cnccn2)n1CCCN1CCCC1=O
5	CCN1CCN(CCCN(Cc2ccco2)C(=S)Nc2ccccc2Cl)CC1
6	COc1ccc(C(=O)OCC(=O)NCc2ccc3c(c2)OCO3)cc1[N+](=O)[O-]
7	CCOc1ccc(-c2c(C(=O)N/N=C/C3CCCCC3)nnn2-c2nonc2N)cc1
8	CC(C)C[C@H](CO)N(Cc1ccccc1)S(=O)(=O)N(Cc1ccccc1)[C@@H](CO)CC(C)C
9	COc1ccc(C(=O)C2CCCN(C(=O)c3ccc4nccnc4c3)C2)c(C)c1 (configuration not stated)
10	O=C(O)c1ccccc1C(=O)NCC(O)COCC1CC=CCC1 (configuration not stated)

assay / compound	1	2	3	4	5	6	7	8	9	10
DRD3 antagonist	0	6	9	-9	-18	3	9	102	11	-4
EPAC2 antagonist	-11%	3%	8%	14%	-3%	5%	15%	-20%	2%	4%
pAkt inh	i	i	i	i	i	i	i	i	i	i
Mm-Cpn inhibitor	.	.	.	1%	4%	-2%	0%	5%	0%	0%
CCT chaperon mod	0.2	-0.9	-0.2	1.2	-4.9	-1.5	1.3	0.5	1.1	0.2
PTHR1 agonist	i	i	-17%	11%	i	-30%	-37%	-92%[inhibitor]	i	-4%[57.5 µM]
D3 ag	7	6	0	-1	-7	3	2	59*	-8	9
EPAC2 ag	8%	6%	-3%	8%	-5%	-8%	-6%	-5%	-2%	-1%

11	CC1(C(=O)NNC(=S)NCC2CCCO2)CC1(Cl)Cl (configuration not stated)
12	O=C(N1CCc2[nH]c3ccccc3c2C1)C(F)(F)F
13	N#C/C(=N\Nc1cccc2ccccc12)c1nnc2n1CCCCC2
14	O=S(=O)(NC1CC1)c1ccc(S(=O)(=O)N2CCCc3ccccc32)cc1
15	COCCCNC(=O)CC1C[C@H](C(=O)N2CCOCC2)[C@@]2(C)c3[nH]c4ccccc4c3CCN2C1=O (some centres not stated)
16	CCc1cccc(C)c1NC(=O)c1ccc2c(c1)CCN2S(C)(=O)=O
17	O=C(NCc1cccnc1)c1ccc(COc2ccccc2Br)cc1
18	CC(Oc1ccc(C(C)(C)C)cc1)c1ccnc2nc(/N=C/N(C)C)nn12 (configuration not stated)
19	CN(Cc1ccccc1)C(=O)c1ccc(NC(=O)Cc2ccc([N+](=O)[O-])cc2)cc1
20	CC1=CC(c2ccc(Cl)cc2)n2nc(N3C(=O)CCC3=O)nc2N1 (configuration not stated)

assay / compound	11	12	13	14	15	16	17	18	19	20
DRD3 antagonist	5	1	-7	-19	21	6	-16	7	?	-9
EPAC2 antagonist	15%	-16%	-25%	-14%	-5%	18%	-30%	-2%	-14%	-1%
pAkt inh	i	i	i	i	i	i	i	i	i	i
Mm-Cpn inhibitor	1%	-1%	3%	0%	-1%	1%	1%	0%	0%	-2%
CCT chaperon mod	-2.8	-3.1	-0.8	-2.4	-2.5	-7.3	-3.3	-2.3	0.2	1.3
PTHR1 agonist	-10%	-31%[inhibitor]	-10%	i	-30%	-20%	-53%[inhibitor]	i	-23%	10%[57.5 µM]
D3 ag	0	-4	-8	-13	8	-6	25	-10	-27	-3
EPAC2 ag	0%	15%	-7%	?	-6%	3%	9%	-11%	2%	7%

Two of these compounds, reformatted:
| entry | mol | DRD3 antagonist | EPAC2 antagonist | pAkt inh | Mm-Cpn inhibitor | CCT chaperon mod | PTHR1 agonist | D3 ag | EPAC2 ag |
| --- | --- | --- | --- | --- | --- | --- | --- | --- | --- |
| 16 | CCc1cccc(C)c1NC(=O)c1ccc2c(c1)CCN2S(C)(=O)=O | 6 | 18% | i | 1% | -7.3 | -20% | -6 | 3% |
| 15 | COCCCNC(=O)CC1C[C@H](C(=O)N2CCOCC2)[C@@]2(C)c3[nH]c4ccccc4c3CCN2C1=O (some centres not stated) | 21 | -5% | i | -1% | -2.5 | -30% | 8 | -6% |

Other results
21	CC(C)n1c(CNC(=O)c2ccccc2)nc2ccccc21
22	Cn1c(CC(=O)Nc2ccccc2F)nnc1SCC(=O)NC1=NCCS1
23	CCN(c1ccccc1)S(=O)(=O)c1ccc(C(=O)Nc2cc(C)ccn2)cc1
24	CC1CCCCC1NC(=O)C1CCN(S(=O)(=O)c2ccc3c(c2)CCC(=O)N3)CC1 (configuration not stated)
25	CC(CC(=O)N1CCN(c2ccccc2)CC1)S(=O)(=O)c1ccc2c(c1)NC(=O)CO2 (configuration not stated)
26	c1ccc(-c2cc(N3CCCCC3)nc(-c3ccccc3)n2)cc1
27	N#CC(C#N)=C(Nc1ccccc1)c1ccccc1
28	CNC(=S)Nc1ccc(N2CCCC2)c(S(=O)(=O)Nc2ccc(OC)cc2)c1
29	O=C(NC12CC3CC(CC(C3)C1)C2)c1ccc(-c2ccc(Cl)cc2)o1
30	CCc1nnc(NC(=O)c2ccc(S(=O)(=O)N3CCOCC3)cc2)s1

assay / compound	21	22	23	24	25	26	27	28	29	30
DRD3 antagonist	-23	6	-15	4	9	-3	0	-8	12	-13
EPAC2 antagonist	6%	1%	-5%	-18%	-3%	-3%	2%	-1%	-9%	4%
pAkt inh	i	i	i	i	i	i	i	i	i	i
Mm-Cpn inhibitor	-4%	2%	-3%	-3%	1%	-2%	-1%	0%	2%	-1%
CCT chaperon mod	0.5	-0.6	-2.6	-0.2	-0.5	-2.9	3.6	0.9	-1.1	-0.7
PTHR1 agonist	-17%	-18%	-15%	-8%	-91%[inhibitor]	i	-6%	-19%	i	i
D3 ag	-10	5	-7	4	6	-5	8	-9	-12	1
EPAC2 ag	-6%	3%	6%	2%	6%	0%	1%	13%	6%	3%

31	CCc1ccc(Nc2nc(N3CCOCC3)nc(N3CCOCC3)n2)cc1
32	CCOC(=O)C(=O)N1CCC(C(=O)OC)CC1
33	COc1ccc(/C=N/Nc2nc(-c3cccnc3)nc3ccccc23)cc1OC
34	COc1ccc(C(=O)COC(=O)CCN2C(=O)C3C4CCC(C4)C3C2=O)cc1 (configuration not stated)
35	Cc1cc(C)c([N+](=O)[O-])cc1NCC(=O)N1CCN(c2ccccc2)CC1
36	Cc1cccc(NC(=O)Cn2cnc3ccccc3c2=O)c1C
37	O=S(Cc1ccccc1)CC(O)(c1ccc(Cl)cc1)c1ccc(Cl)cc1 (configuration not stated)
38	COc1ccc(/C=N/Nc2nc(N3CCCC3)nc(N3CCCC3)n2)c(OC)c1OC
39	CSc1ccc(CN(C)C(=O)C2CCN(C(=O)Nc3ccccc3)CC2)cc1
40	CC(C)c1ccc(NC2CCCN(C(=O)c3cscn3)C2)cc1 (configuration not stated)

assay / compound	31	32	33	34	35	36	37	38	39	40
DRD3 antagonist	-7	14	53	-19	20	0	-17	15	-15	-15
EPAC2 antagonist	-10%	11%	2%	-5%	-6%	-4%	0%	5%	1%	3%
pAkt inh	i	i	i	i	i	i	i	i	i	i
Mm-Cpn inhibitor	1%	0%	-2%	2%	3%	.	0%	-2%	2%	-1%
CCT chaperon mod	1.0	2.2	0.4	1.7	-0.1	-3.3	-0.8	0.3	1.0	-2.1
PTHR1 agonist	-6%	-12%	-13%	-6%	-6%	i	?	i	-96%[inhibitor]	-4%
D3 ag	2	6	4	-15	5	-4	9	4	3	-9
EPAC2 ag	-4%	1%	8%	10%	-3%	-2%	-6%	-18%	7%	17%

41	CC1(C)CC(=O)C(N=Nc2ccc(Br)cc2)=C(O)C1
42	CCN=C1NN=C(c2cc(C)n(Cc3ccco3)c2C)CS1
43	COc1ccc(-n2nnnc2C(c2ccccc2OC(F)(F)F)N2CCN(C/C=C/c3ccccc3)CC2)cc1 (configuration not stated)
44	CCOC(=O)/C(C#N)=C/c1cc2ccccc2nc1N1CCOCC1
45	O=C(Cn1ccc2ccccc2c1=O)Nc1ccc2c(c1)OCO2
46	CC(=O)C1=CCC(c2ccccc2)N(S(C)(=O)=O)C1 (configuration not stated)
47	N#Cc1ccccc1OCc1nnc(-c2ccccc2Br)o1

assay / compound	41	42	43	44	45	46	47
DRD3 antagonist	-10	5	-96*	16	3	43	-13
EPAC2 antagonist	-9%	8%	?	?	16%	-2%	-19%
pAkt inh	i	i	i	i	i	i	i
Mm-Cpn inhibitor	2%	-3%	.	-1%	-6%	.	-7%
CCT chaperon mod	-1.1	0.1	0.6	-0.1	0.3	0.9	-0.5
PTHR1 agonist	-31%[inhibitor]	-19%	-19%	-2%	-23%	i	-24%
D3 ag	2	-3	-21	6	-10	4	-4
EPAC2 ag	2%	-6%	-15%	?	1%	5%	11%

A portion of the library. The share of hits here may be higher or lower than overall.
